Screens (PubChem)
PAX8 inh HTS: inhibitors of PAX8-driven TPO luciferase reporter, primary screen, RMG-I cells, single concentration; SteadyGlo, 24 h; inhibition, % at 12.6 µM; 360,000 tested, 1.2% active; AID 652154, 2013;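 active means mean replicate inhibition at least 60% with every replicate also reaching 60%; inconclusive means only one of the two criteria is met; inactive means mean below 60% and not all replicates reaching 60%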;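 further: luciferase light reporting Pax8 driven TPO promoter activity; plate controls were median of neutral control wells for no effect and mitoxantrone controls for full effect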
GSIS activator: GLuc luminescence reporter in INS-1E cells, primary screen for activators of glucose-dependent secretion of insulin | INS-1E GLuc reporter insulin secretion, 2-3 h | activation, % at 16.6 µM | 370,000 tested, 0.61% active;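 active means lowest replicate activation of at least 40%, so every replicate reaches that level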;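 further: 0% = median of neutral control wells and 100% = median of IBMX positive control wells; some compounds called inactive have numbers as strong as hits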
ARNT TACC3 PPI: disruptors of ARNT/TACC3 protein interaction, primary screen, biochemical, AlphaScreen, single concentration. Transforming acidic coiled-coil-containing protein 3 (Homo sapiens), Q9Y6A5. AlphaScreen His-ARNT PAS-B/GST-TACC3 binding, luminescence; TACC3 fragment carries E629A point mutation. inhibition, % at 9.99 µM. 390,000 tested, 0.66% active. AID 623870, 2012;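 active means mean inhibition of replicates at least 50% and at least half of replicates each reaching 50%; inconclusive means half or more replicates reach 50% but mean below 50%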;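 further: 0% = complete ARNT plus TACC3 wells and 100% = ARNT alone without TACC3; many hits fall short of the cut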
Cneo AK release: Cryptococcus neoformans cell lysis inducers, primary screen, AK release luminescence, single concentration. AID 651654, 2012. lysis activity, % at 15 µM. 360,000 tested, 0.2% active. C. neoformans lysis, adenylate kinase release luminescence, 4 h; normalised: neutral wells 0, clomiphene wells 100;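 active means mean lysis activity across replicates of at least 80%, whatever share of replicates individually reach that level; inactive means mean lysis activity below 80%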
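Material – Cryptococcus neoformans yeast cells · Quantity – 5 × 10^6 yeast cells/mL · Buffer or medium – YPD medium · Compound – single dose · Timing – 4 h static compound exposure, 37 °C, read 1 h post-reagent · Signal – adenylate kinase release luminescence · Read-out basis – lysis from increased AK signal · Benchmarks – Clomiphene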
LGR2 inh: inhibitors of bursicon-induced LGR2 CRE-luciferase signal, primary screen, cell-based, HEK293, CRE-luciferase reporter, bursicon stimulation. Drosophila bursicon receptor LGR2 (rickets). bursicon-stimulated, 4 h. inhibition, % at 9.99 µM. 380,000 tested, 0.35% active;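 active means drop in luminescence signal, shown as inhibition above about 50% in the replicate tests, limit read from the data, passing the limit was not always enough; inconclusive means probably only some replicates passing the limit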;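 further: agonist challenge used bursicon conditioned medium at about half maximal strength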
C2C12 statin: suppressors of statin myotoxicity in C2C12 myotubes, primary screen, cell-based, single point, plate reader. C2C12 myotubes + simvastatin, ATP luminescence, 48 h; scaled: DMSO 0, geranylgeraniol control 100. 330,000 tested, 0.78% active. rescue of ATP level, % at 7.49 µM;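 active means mean ATP rescue above about 67%, or every replicate alone reaching that limit, limit read from the data, passing the limit was not always enough; inconclusive means no clear call, values can overlap the other calls; inactive means mean under the limit and some replicate under it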;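 further: myotubes were challenged with 10 µM simvastatin during compound exposure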
PGC1a acetyl inh: inhibitors of PGC1a acetylation signal, primary screen, cell-based, U2OS, AlphaScreen, inhibitor mode; AlphaScreen anti-acetyl-lysine; with virally co-expressed GCN5 acetyltransferase; inhibition, % at 15.6 µM; 350,000 tested, 0.17% active; AID 651687, 2012;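 active means every replicate shows inhibition of at least 40%; inconclusive means mean inhibition at least 40% but some replicate below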;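 further: 0% = neutral control wells and 100% = positive control wells; some results beyond the cut were filed as inactive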
PglD DTNB: C. jejuni PglD acetyltransferase inhibitors, primary screen, biochemical, DTNB colorimetric, single point; 360,000 tested, 0.098% active; AID 602405, 2012; purified PglD enzyme, DTNB colorimetric CoA detection; inhibition, % at 12.5 µM; UDP-N-acetylbacillosamine N-acetyltransferase PglD (Campylobacter jejuni); in the data active means inhibition above about 16%, passing the limit was not always enough; inconclusive means no clear call, values can overlap the other calls; further: strong numbers were not always called active
* hit, by the source's call; ? = inconclusive; nt = not tested or not shown; & = joins results of further samples.

item	SMILES	PAX8 inh HTS	GSIS activator	ARNT TACC3 PPI	Cneo AK release	LGR2 inh	C2C12 statin	PGC1a acetyl inh	PglD DTNB
1	CC(=O)Nc1ccc(C(=O)n2cnc3cc(C)c(C)cc32)cc1	nt	nt	-9	0	nt	nt	10	2
2	CC1(C(=O)NS(=O)(=O)Cc2cccc(Cl)c2)CCN1C(=O)C/C=C/c1ccccc1 (stereo unspecified)	3	-8	nt	2	0	5	nt	1
3	CCOc1ccc(N(CC(=O)NCC2CCCO2)C(=O)CCC(=O)Nc2ccccn2)cc1 (stereo unspecified)	14	nt	-2	1	nt	-5	11	1
4	O=C(CN1CCOCC1)N[C@@H]1CC[C@@H](CCNC(=O)C2CCCCC2)O[C@H]1CO	7	2	-8	0	1	-5	14	1
5	COc1ccc(NC(=O)Nc2cccc3c2O[C@H](CN(C)C(=O)Nc2ccc(OC)cc2)[C@@H](C)CN([C@H](C)CO)C3=O)cc1	-19&-5	0&-32	1	3	-9&-8	4	-1	2
6	N#C[C@H]1[C@@H](c2ccccc2)[C@H](CO)N1C(=O)Cc1ccccc1	-1	-4	3	-1	6	4	1	-2
7	COc1ccccc1N(CC(=O)N(CC(C)C)CC(C)C)S(=O)(=O)c1cccs1	2	-30	8	-2	7	15	-25	1
8	Cn1c(=O)oc2cc(S(=O)(=O)NC3CCCCC3)ccc21	15	3	-4	-1	-7	3	-7	-2
9	Cc1ccc(S(=O)(=O)NN2C(=O)c3ccccc3NC2c2ccccc2F)cc1 (stereo unspecified)	13	1	-2	-1	16	16	3	-1
10	Nc1nc(SCc2ccccc2)c2ncn(CCO)c2n1	-36	38	-4	1	-2	5	-21	4
11	CCOCCCNC(=O)c1c[nH]c2c(CC)cccc2c1=O	26	1	-5	nt	-9	nt	9	nt
12	Cc1nnc(SCC(=O)c2ccc(S(=O)(=O)N3CCOCC3)cc2)n1-c1ccccc1	6	nt	-32	-1	nt	-6	7	0
13	C[C@H](CO)N1C[C@H](C)[C@@H](CN(C)C(=O)CN2CCOCC2)Oc2cc(Br)ccc2S1(=O)=O	10	-8&5	-8	-1&0	3&-4	4&-1	-12	-2&4
14	Nc1cccc(NP(=O)(c2ccccc2)c2ccccc2)c1	-12	-10	-5	nt	-5	nt	nt	nt
15	C[C@@H]1CN([C@H](C)CO)C(=O)c2cccc(NC(=O)NC3CCCCC3)c2O[C@@H]1CN(C)Cc1ccc(C(F)(F)F)cc1	nt	-12	-5	-1	4	nt	15	0
16	COc1ccc(NC(=O)N(C)C[C@H]2OCCCC[C@@H](C)Oc3ccc(NC(=O)C4CCCCC4)cc3C(=O)N([C@@H](C)CO)C[C@@H]2C)cc1	nt	-8	-1	-4	-9	nt	-13	0
17	CC(=O)Nc1cccc(C(=O)OCC(=O)N2CCC(c3ccccc3)=N2)c1	-156	-18	-5	-2	-65	1	nt	4
18	Cc1ccc(Cn2cc(C(=O)NN)c(=O)c3ccc(F)cc32)cc1	4	-2	-2	1	0	19	4	-8
19	OCCNc1nc(C2CC2)nc2c1nnn2Cc1ccccc1Cl	nt	nt	4	2	nt	?	nt	-4
20	Cc1ccc(/C=C/C(=O)NCc2ccncc2)cc1	-5	-3	0	1	11	nt	3	3
21	Cc1ccc(CNc2ccc3c(c2)ncn3C)cc1	nt	12	5	-1	-21	-2	10	2
22	CN(C)S(=O)(=O)c1ccc(N2CCCC2)c(C(=O)Nc2ccccc2)c1	7	11	-7	-1	-13	19	nt	3
23	O=C(Nc1sc2c(c1C(=O)O)CCCCC2)c1ccccc1	0	-8	-13	nt	-27	nt	-12	nt
24	COCC(=O)N(C)C[C@@H]1Oc2ncc(-c3ccc(F)cc3)cc2C(=O)N([C@@H](C)CO)C[C@H]1C	nt	4	-5	0	-2	-3	-6	-1
25	COc1ccccc1C(=O)COC(=O)c1cccc(S(=O)(=O)N2CCCC2)c1	4	-6	8	-3	6	2	nt	1
26	COc1cccc(NC(=O)C[C@@H]2CC[C@H]3[C@@H](COc4ccc(NS(=O)(=O)c5cccc(F)c5)cc4C(=O)N3C)O2)c1	4	-5	8	2	-6	-9	-3	-4
27	CCCCCCC1CC(=O)NC(=O)N1 (stereo unspecified)	5	nt	-2	nt	-1	2	nt	nt
28	COc1ccc(Cn2c(=O)[nH]c3cc(C(=O)NCCCN4CCCC4=O)ccc3c2=O)cc1	3	nt	-4	-2	nt	nt	-5	4
29	O=C(CN1CCN(C/C=C/c2ccccc2)CC1)Nc1ccccc1C(=O)NC1CC1	-2	-4	2	2	-4	0	13	-2
30	COC(=O)c1ccc(CSc2nc3ccccc3c(=O)n2-c2ccc(OC)c(OC)c2)o1	nt	nt	-22	0	nt	4	11	1

(listing goes on)
item	SMILES	PAX8 inh HTS	GSIS activator	ARNT TACC3 PPI	Cneo AK release	LGR2 inh	C2C12 statin	PGC1a acetyl inh	PglD DTNB
31	CCOc1ccc(N(CC(=O)Nc2cccc(C)c2)S(C)(=O)=O)cc1	-62	-27	-4	7	-39	8	-4	6
32	O=C(COc1ccc(Cl)cc1Cl)Nc1c(-c2cccs2)nc2ccccn12	21	12	-29	0	-3	nt	4	4
33	CC(=O)NCCNC(=O)C1CCCCN1S(=O)(=O)c1ccccc1 (stereo unspecified)	7	0	8	nt	4	nt	15	nt
34	NCC1CC2c3ccccc3C1c1ccccc12 (stereo unspecified)	2	-19	3	-6	-7	8	-4	3
35	COC(=O)/C(=C/c1ccc(F)cc1)NC(C)=O	7	4	-4	3	1	nt	-5	5
36	COCc1nnc(NC(=O)c2cc3ccccc3o2)s1	-113	1	-26	1	-28	10	-4	1
37	C=CCN(C(=O)c1csnn1)C(C(=O)NCc1ccccc1)c1cccs1 (stereo unspecified)	11	-10	5	-3	3	-5	nt	4
38	CNC(=O)COc1ccc(S(=O)(=O)N2CCCC2)cc1	5	2	-3	1	-8	0	12	1
39	CC(=O)Nc1ccc(NC(=O)CCNC(=O)c2ccccc2Cl)cc1	9	9	3	1	-5	-13	6	-9
40	C[C@@H]1CN([C@@H](C)CO)S(=O)(=O)c2ccc(Br)cc2O[C@H]1CN(C)C(=O)Nc1ccc2c(c1)OCO2	-12	-9&-6	4	6&15	-1&-4	-2	-5&-4	-3&-7
41	Cc1ccc(S(=O)(=O)Nc2ccc3c(c2)C(=O)N([C@H](C)CO)C[C@@H](C)[C@@H](CN(C)Cc2ccc4c(c2)OCO4)OCCCC[C@@H](C)O3)cc1	97*	-32	8	-1	16	32	nt	5
42	O=c1oc2ccccc2nc1/C=C(O)/C=C/c1ccc(F)cc1	-74	18	-4	0	-13	5	nt	-2
43	COc1ccc(Cl)cc1NC(=O)c1cc(-c2ccco2)on1	3	-22	-3	1	7	nt	6	-1
44	Cc1cccc2c1NC1(CCCC1)CC2C (stereo unspecified)	14	15	nt	1	12	nt	8	-1
45	CCCCOC(=O)c1nnc(-c2ccccc2)o1	-3	-1	-10	nt	-5	nt	nt	nt
46	CCNC(=O)/C(C#N)=C/c1c(N2CCN(c3ccccc3)CC2)nc2ccccn2c1=O	6	-11	6	6	-17	6	5	-6
47	COc1ccccc1/C=C/c1nc(S(=O)(=O)c2ccccc2)c(N(C)C)o1	-14	25	-4	1	9	-15	2	5
48	CCCNC(=O)C(Cc1ccccc1F)NC(=O)c1ccc(C#N)cc1 (stereo unspecified)	9	1	5	-1	-2	2	1	-1
49	Cc1cccc(C(=O)OC(C)CN2CCN(C)CC2)c1 (stereo unspecified)	-59	-3	-1	0	-13	7	8	3
50	COc1ccc(C(=O)Nn2c(C3CCC3)nc3ccccc3c2=O)c(OC)c1	nt	2	5	nt	-7	19	8	nt
51	C[C@@H]1CN([C@H](C)CO)C(=O)Cc2cc(NC(=O)Nc3cccc4ccccc34)ccc2O[C@H]1CN(C)S(=O)(=O)c1ccc(Cl)cc1	11	4	16	-7	9	11	-5	-2
52	COc1ccc(NC(=O)N(C)C[C@H]2Oc3c(NC(=O)NC(C)C)cccc3C(=O)N([C@H](C)CO)C[C@@H]2C)cc1	-32	7	16	-1	-4	96*	-20	-5
53	Cc1ccc(S(=O)(=O)CCC(=O)N(CCN2CCOCC2)c2nc3ccccc3s2)cc1	-96	21	8	1	-3	2	nt	-6
54	CCC(=O)N1C[C@H]2[C@@H](c3ccccc31)[C@@H](CO)N2Cc1ccccc1F	18	0	2	-3	-9	16	4	-2
55	CC1CCCC/C1=N\NC(=S)Nc1cccnc1 (stereo unspecified)	-2	25	0	nt	6	nt	18	nt
56	COc1ccc(C(C)=O)c(OC(=O)c2ccc(OC)c(OC)c2)c1	-11	nt	14	-1	nt	-3	3	-3
57	O=C(NCc1nnc(SCC(=O)N2CCOCC2)o1)c1ccccc1	-9	20	nt	0	-16	9	9	-2
58	COc1cc(NC(=O)CCCn2c(=O)oc3ccccc32)cc(OC)c1	nt	-7	6	0	-8	6	-6	-4
59	COc1ccccc1CCNC(=O)Nc1cccc([N+](=O)[O-])c1	-15	-34	1	nt	0	nt	6	nt
60	CNC(=O)C[C@H]1CC[C@H]2[C@@H](COc3ccc(NS(=O)(=O)c4cccc(F)c4)cc3C(=O)N2C)O1	-9	6	1	-3	-18	3	5	1
61	COc1ccc(NC(=O)Nc2cccc3c2O[C@H](CN(C)C)[C@@H](C)CN([C@@H](C)CO)C3=O)cc1	-45	32	-3	-7	-22	-11	3	4
62	Cc1[nH]c(=O)[nH]c(=O)c1S(=O)(=O)NCCc1ccc(S(N)(=O)=O)cc1	nt	nt	-4	-1	nt	-4	9	-1
63	Cc1nn(C)c(C)c1/C=N/NC(=O)CCn1nc(C)c([N+](=O)[O-])c1C	-8	27	-8	5	-4	-3	1	5
